Screening results as filed in PubChem BioAssay.
Efflux pump inh: blocks antifungal efflux pumps in multiplex yeast assay; AID 485275; S. cerevisiae Candida pump triplex, Nile Red efflux; inhibition, % at 10 µM; 330,000 tested, 0.44% active;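 active means plate passing quality check with inhibition over a set limit, or well fluorescence over plate mean plus 4 SD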;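 further: Nile Red retained in pooled yeast measured as flow cytometry median fluorescence; 0% = buffer negative control and 100% = Enniatin B positive control; higher means more Nile Red kept so more efflux inhibition; some compounds called inactive have numbers as strong as hits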
Fh CTSL1 inh: blocks F. hepatica cathepsin L1 in PFM18AAP counter-screen; recombinant F. hepatica cathepsin L1, Z-Leu-Arg-MCA fluorescence; inhibition, % at 5.96 µM; 300,000 tested, 0.49% active;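 active means inhibition above the mean of all tested compounds plus 3 SD, set per screening campaign, cut at about 17% in these data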;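 further: 0% = plate median of test compound wells and 100% = 1 µM Z-Phe-Ala-diazomethylketone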
ZTA DNA inh: counter-screen for EBNA-1 inhibitors: inhibitors of Epstein-Barr virus ZTA | inhibition, % at 11 µM | 320,000 tested, 0.15% active | ZTA-DNA binding, fluorescence polarization; in the data active means inhibition above about 33%
EBNA-1 inh: blocks EBNA-1 binding to DNA. EBNA-1 DNA binding, fluorescence polarization. inhibition, % at 14.8 µM. 300,000 tested, 0.34% active; in the data active means inhibition above about 28%
PP5 inh: blocks human protein phosphatase 5 activity; P53041; purified PP5c, OMFP substrate fluorescence; inhibition, % at 6.7 µM; 320,000 tested, 0.18% active;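 active means inhibition above the campaign's mean inhibition across all tested compounds plus 3 SD, cut at about 9.5% in these data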;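 further: 0% = DMSO only and 100% = 100 µM cantharidin control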
Target sequence (P53041 whole entry, looked up): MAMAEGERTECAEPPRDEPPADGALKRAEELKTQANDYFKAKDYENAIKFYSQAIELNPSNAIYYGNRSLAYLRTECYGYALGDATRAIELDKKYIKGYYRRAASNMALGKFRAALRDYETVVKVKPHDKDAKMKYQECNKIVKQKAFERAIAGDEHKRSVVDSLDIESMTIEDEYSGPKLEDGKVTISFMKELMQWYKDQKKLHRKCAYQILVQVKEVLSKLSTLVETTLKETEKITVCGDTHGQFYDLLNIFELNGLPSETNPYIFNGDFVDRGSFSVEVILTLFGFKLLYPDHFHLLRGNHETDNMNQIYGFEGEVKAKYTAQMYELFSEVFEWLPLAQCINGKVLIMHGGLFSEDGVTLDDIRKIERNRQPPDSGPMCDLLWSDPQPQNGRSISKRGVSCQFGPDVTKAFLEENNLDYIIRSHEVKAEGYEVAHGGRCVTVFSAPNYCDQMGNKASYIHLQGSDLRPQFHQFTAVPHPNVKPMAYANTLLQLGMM
PP1 counter: PP1-alpha (human) inhibition in PP5 counter-screen; P62136; inhibition, % at 6.7 µM; purified PP1alpha, OMFP fluorescence; 320,000 tested, 0.9% active;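 active means inhibition above the mean inhibition of all tested compounds plus 3 SD, computed separately for each screening campaign, cut at about 15% in these data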
Target sequence (P62136 whole entry, looked up): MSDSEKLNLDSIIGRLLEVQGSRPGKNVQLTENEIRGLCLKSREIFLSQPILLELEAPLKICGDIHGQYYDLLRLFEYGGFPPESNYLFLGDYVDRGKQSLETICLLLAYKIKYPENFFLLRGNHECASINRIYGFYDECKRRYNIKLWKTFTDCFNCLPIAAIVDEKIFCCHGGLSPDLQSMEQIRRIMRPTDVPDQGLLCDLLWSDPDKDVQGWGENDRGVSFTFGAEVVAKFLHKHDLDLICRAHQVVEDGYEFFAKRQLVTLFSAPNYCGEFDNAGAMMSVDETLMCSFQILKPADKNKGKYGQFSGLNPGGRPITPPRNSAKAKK
PREPL inh: inhibitors of human prolyl oligopeptidase-like enzyme PREPL | 320,000 tested, 0.68% active | inhibition, % at 5.96 µM | recombinant PREPL, fluorescence polarization activity-based probe | AID 2751 | Q4J6C6; in the data active means inhibition above about 43%;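 further: 0% = enzyme with DMSO and 100% = wells lacking enzyme; many of its hits are not listed in these tables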
TPT1 inh: C. albicans TPT1 enzyme inhibition; recombinant caTPT1, FP RNA substrate dephosphorylation; AID 1962; inhibition, % at 5 µM; 300,000 tested, 0.81% active;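 active means inhibition above the mean of all tested compounds plus 3 SD, set per screening campaign, cut at about 24% in these data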;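 further: plate controls were DMSO alone for no effect and ferristatin control at 100 nM for full effect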
core dimer inh: blocks dimerization of HCV core protein; TR-FRET GST/Flag-core106 dimerization, 1536-well; inhibition, % at 5 µM; 300,000 tested, 0.33% active; AID 1899;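 active means inhibition above the mean of all tested compounds plus 3 SD, set per screening campaign, cut at about 45% in these data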
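System: GST-tagged and Flag-tagged HCV core protein residues 1-106 / Input: core106 proteins, GST 13.5 nM and Flag 17 nM / Buffer or medium: KF-containing HEPES buffer, pH 7.45, DTT, CHAPS, BSA / Probe or stimulus: Eu-anti-GST and XL665-anti-Flag labelled anti-tag antibodies / Schedule: 4 h, 22.5 °C incubation / Technique: TR-FRET 671 and 617 nm emission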
The depositor's hits bear a star; / = not tested or not shown. Not all compounds are listed; rates above refer to the full screens.

Values in the order: Efflux pump inh, Fh CTSL1 inh, ZTA DNA inh, EBNA-1 inh, PP5 inh, PP1 counter, PREPL inh, TPT1 inh, core dimer inh
1) Cc1cc2nnc(SCC(=O)NCc3cccs3)n2c(N)n1
  -0.1, 4, -9, 0, 2.5, -8, 11, 0, -6
2) COc1ccc([N+](=O)[O-])cc1NC(=O)c1ccccc1N(C)S(C)(=O)=O
  -0.1, 3, -12, -2, 1.5, -5, -3, 0, 0
3) COC(=O)C1=C(C(=O)OC)[C@@H]2N(C)c3ccccc3[C@@]23C[C@@H](CO)N(C(=O)c2cccs2)C3=N1
  0.0, -2, 0, 0, 4.8, -3, -5, -3, 1
4) CC(C)c1onc(C(=O)N2CCCCCC2)c1[N+](=O)[O-]
  0.0, 7, -4, 3, 0.5, 2, 2, -1, 5
5) CC(=O)N(Cc1ccc2c(c1)OCO2)C1CC(=O)N(CCc2ccccc2)C1=O (stereo not given)
  -0.2, -5, -5, -3, -0.6, -2, 6, -5, 2
6) COc1ccccc1NC(=O)CCCCCN1C(=O)c2cccc3cccc(c23)C1=O
  0.0, 8, 2, -6, -7.2, 0, 13, -4, 0
7) O=C(NN=C1CCCC1)c1ccccc1O
  0.3, 5, -6, -17, 0.6, -1, 10, 1, -7
8) Cc1c(N(C(=O)c2cc(=O)[nH]c3ccccc23)C(C)C)c(=O)n(-c2ccccc2)n1C
  -0.1, -2, 9, -1, -1.2, -4, 5, 0, 0
9) CC(C)COc1ccc(CNC(=S)Nc2ccccc2)cc1Cl
  -0.1, -2, -1, 2, 4.0, 5, -1, -2, 2
10) CCN(CC)CCn1c(NCc2ccc3c(c2)OCO3)nc2ccccc21
  -0.2, -4, -2, 0, 1.5, 1, 17, 0, -9
11) Cc1noc(NS(=O)(=O)c2ccc(NC(=O)CC34CC5CC(CC(Br)(C5)C3)C4)cc2)c1C
  0.0, 20*, -16, 4, 1.8, -3, -5, -1, 8
12) Cc1ccc(Nc2nc(N)c([N+](=O)[O-])c(NCCO)n2)cc1C
  0.0, 4, -1, -4, 2.1, 1, -35, -4, -3
13) O=C(c1ccco1)N1CCN(C(=O)C23CC4CC(CC(C4)C2)C3)CC1
  0.1, 1, -7, -8, 0.4, -2, 8, 1, -5
14) CCOc1cccc(CNc2ccc(O)cc2)c1OCc1ccc(Cl)cc1
  0.2, -1, -3, -5, 7.8, 6, 24, -4, 8
15) Cc1onc(COc2ccccc2O)c1Br
  0.1, 1, -26, -9, 2.1, 2, 7, 0, -4
16) COc1ccc2[nH]c3c(=O)n(Cc4ccc(C(=O)N5CCCC5)cc4)c(=S)[nH]c3c2c1
  0.0, -4, 11, -2, 1.0, 0, 8, 1, 12
17) Fc1ccc(C2CCCN2Cc2nc(CC3CC3)no2)cc1 (stereo not given)
  -0.1, 1, 5, 4, 1.9, 1, 12, 0, 0
18) Cc1ccc(O)c(-c2cc(-c3ccccc3F)[nH]n2)c1
  -0.1, 3, -5, -6, 8.9, 2, 11, 1, -3
19) COc1ccc(CN2C(=O)c3cccnc3C2=O)cc1S(=O)(=O)N1CC(C)Oc2ccccc21 (stereo not given)
  0.3, -1, -15, 5, 3.7, 3, -7, 0, 10
20) O=c1oc(CCCO)cc2ccc(C#CC3(O)CCCCC3)cc12
  0.1, /, -14, /, 4.0, 0, 1, /, /
21) Cc1cc(C(=O)OC2CCOC2=O)c2ccccc2n1 (stereo not given)
  0.0, 1, 0, 4, 0.9, 0, 10, -2, -2
22) O=C(Nc1ccc(Cl)cc1)C1CC(=O)n2c(nc3ccccc32)N1 (stereo not given)
  -0.2, 5, 5, 5, -2.8, -1, 2, 1, 1
23) COc1cccc2c(=O)n(CC(=O)NC3CCCC3)ccc12
  0.0, -1, -9, 3, -1.6, -1, 5, 2, -1
24) O=C(CSc1ccc(F)cc1)NC(=O)NCc1ccccc1
  0.0, 1, -20, 2, 1.2, -2, -15, 2, -4
25) Cc1ccc(CN2CCN(Cc3ccccc3C(F)(F)F)CC2)cc1
  0.0, 1, 5, -2, 2.4, 8, -12, 0, 4
26) Cc1nc2nc(NC(=O)c3ccco3)nn2c(C)c1Cl
  0.0, 1, 9, 2, -0.5, -4, 3, 1, -5
27) O=C(COC(=O)c1ccco1)c1ccc2ccccc2c1
  0.2, -13, 2, -12, -0.7, -5, 7, 1, 9
28) Cc1cc(C)c(NC(=O)CN2CCN(c3ccccn3)CC2)c(C)c1
  0.1, 8, -7, -7, 1.6, 1, 4, 0, -3
29) Cc1nc(N)c2c(Cc3cccc4ccccc34)nn(C(C)(C)C)c2n1
  -0.1, 0, -9, -3, -0.7, 12, -6, -4, -18
30) Cc1c(C#N)c2ccccc2n1CC(=O)N1CCc2ccccc2C1
  -0.1, 0, 4, 11, -1.4, -3, -12, -2, 2

Values in the order: Efflux pump inh, Fh CTSL1 inh, ZTA DNA inh, EBNA-1 inh, PP5 inh, PP1 counter, PREPL inh, TPT1 inh, core dimer inh
31) COc1ccc(CNC(=O)C2CCCN2)cc1OC (stereo not given)
  -0.1, 3, -5, -14, 0.0, -2, 0, 1, 2
32) COc1cc([N+](=O)[O-])ccc1N1C(=O)CC(Sc2nccc(C)n2)C1=O (stereo not given)
  -0.3, 3, -6, -1, -0.8, -2, 7, -4, 3
33) Cc1ccccc1COc1ccc2oc(C)c(C(=O)O)c2c1
  0.1, -3, 1, 1, -0.6, -3, -8, -1, 1
34) S=C(NCCN1CCOCC1)Nc1ccc(Cl)c(Cl)c1
  -0.1, -2, 6, -1, 1.3, -1, -6, 0, -4
35) CCOC(=O)C1CCCN(S(=O)(=O)c2cc(OCC(N)=O)c(C)cc2Cl)C1 (stereo not given)
  0.1, -4, 6, -5, 1.7, 1, 1, 3, -1
36) Cc1cccc(C)c1NC(=O)CN(C)C(=O)CC1Sc2ccccc2NC1=O (stereo not given)
  0.0, -2, 0, -2, 3.7, -4, -22, -3, 2
37) O=C(NCCc1ccc(C(F)(F)F)cc1)c1ccc(Cl)nc1
  -0.1, -6, -4, -11, 1.7, 1, -1, 2, 4
38) Cc1cccc(C)c1NS(=O)(=O)c1ccc(NC(=O)c2ccc(Cl)c([N+](=O)[O-])c2)cc1
  0.0, -3, -17, 0, 5.5, 1, -5, 2, 6
39) CC(=O)Nc1c(O)nc(SCC(=O)Nc2sc3c(c2C#N)CCCCCC3)[nH]c1=O
  0.0, 4, 14, -4, 0.2, 0, 13, -3, 8
40) CC1(C)CC(N2CCOCC2)=CC(=[N+]2CCOCC2)C1
  0.1, 0, -2, -16, -0.2, -8, 9, 2, -2
41) Cc1ccc(C(=O)OCC(=O)NCc2ccc(F)cc2)o1
  0.1, /, 15, /, -2.1, -5, 0, /, /
42) COc1ccccc1N1CCN(CCCCN2C(=O)C3CCCCN3C2=O)CC1 (stereo not given)
  0.1, 1, 3, -15, 0.8, -3, -1, 2, -3
43) CCS(=O)(=O)c1nc(S(=O)(=O)c2ccc(C)cc2)c(NCCCN2CCCC2=O)s1
  0.5, 2, -14, -19, -0.5, -3, 9, 2, -4
44) Cc1ccc(N/C=C/C(=O)c2cccs2)cc1
  -0.1, 2, 2, 1, 0.3, -3, 0, 0, 0
45) COC(=O)C(C)NC(=O)C1CCCN1S(=O)(=O)c1cc(C)c(Cl)cc1C (stereo not given)
  0.0, 2, -11, 2, -0.8, -2, 10, -3, -4
46) COc1ccc(NC(=O)c2cnc(C)cn2)cc1-n1cnnn1
  -0.1, -1, 13, -7, -0.4, -4, 2, 0, 0
47) Cc1c(Cl)cccc1Nc1ncccc1C(=O)OCC(O)CO (stereo not given)
  0.1, -4, 8, 4, -0.3, -1, -6, -1, -3
48) CCN(CC(=O)NC1CCS(=O)(=O)C1)c1nc(-c2ccccc2)nc2ccccc12 (stereo not given)
  -0.1, -1, 0, 0, 2.5, -3, 11, -2, 3
49) CN(C)c1nc(-c2ccccc2)cc(C(F)(F)F)c1C#N
  0.1, 3, 4, -8, -2.5, -9, 13, 2, 5
50) O=C(NC(=S)NCC1CCCO1)c1ccc([N+](=O)[O-])cc1 (stereo not given)
  -0.3, 1, -2, 12, 2.7, 1, 5, -4, 8
51) O=C(NCN1C(=O)C2C3C=CC(C3)C2C1=O)Nc1nccs1 (stereo not given)
  -0.1, -3, 6, 8, -1.8, 0, 6, -1, 0
52) COc1cccc(CCc2nnc(CCC(=O)N(C)C3CC(C)(C)NC(C)(C)C3)o2)c1
  0.0, 6, 2, -1, -0.7, -5, 16, -1, 0
53) COc1cc(/C=C/C(=O)NC(C)CCc2ccccc2)cc(OC)c1OC (stereo not given)
  0.0, 3, -6, -2, 1.6, -1, -4, -3, 7
54) CC(=O)c1noc(C)c1C(=O)Nc1nccs1
  -0.1, 6, -4, 0, 1.3, 2, 3, -1, -1

An excerpt from above in order of number of heavy atoms, low to high.
Values in the order: Efflux pump inh, Fh CTSL1 inh, ZTA DNA inh, EBNA-1 inh, PP5 inh, PP1 counter, PREPL inh, TPT1 inh, core dimer inh
44) Cc1ccc(N/C=C/C(=O)c2cccs2)cc1
  -0.1, 2, 2, 1, 0.3, -3, 0, 0, 0
31) COc1ccc(CNC(=O)C2CCCN2)cc1OC (stereo not given)
  -0.1, 3, -5, -14, 0.0, -2, 0, 1, 2
40) CC1(C)CC(N2CCOCC2)=CC(=[N+]2CCOCC2)C1
  0.1, 0, -2, -16, -0.2, -8, 9, 2, -2
50) O=C(NC(=S)NCC1CCCO1)c1ccc([N+](=O)[O-])cc1 (stereo not given)
  -0.3, 1, -2, 12, 2.7, 1, 5, -4, 8
33) Cc1ccccc1COc1ccc2oc(C)c(C(=O)O)c2c1
  0.1, -3, 1, 1, -0.6, -3, -8, -1, 1
45) COC(=O)C(C)NC(=O)C1CCCN1S(=O)(=O)c1cc(C)c(Cl)cc1C (stereo not given)
  0.0, 2, -11, 2, -0.8, -2, 10, -3, -4
35) CCOC(=O)C1CCCN(S(=O)(=O)c2cc(OCC(N)=O)c(C)cc2Cl)C1 (stereo not given)
  0.1, -4, 6, -5, 1.7, 1, 1, 3, -1
36) Cc1cccc(C)c1NC(=O)CN(C)C(=O)CC1Sc2ccccc2NC1=O (stereo not given)
  0.0, -2, 0, -2, 3.7, -4, -22, -3, 2
48) CCN(CC(=O)NC1CCS(=O)(=O)C1)c1nc(-c2ccccc2)nc2ccccc12 (stereo not given)
  -0.1, -1, 0, 0, 2.5, -3, 11, -2, 3
38) Cc1cccc(C)c1NS(=O)(=O)c1ccc(NC(=O)c2ccc(Cl)c([N+](=O)[O-])c2)cc1
  0.0, -3, -17, 0, 5.5, 1, -5, 2, 6
